TAG inh: inhibitors of triacylglycerol accumulation | H9c2 cells, Nile Red lipid (TAG) fluorescence; cells loaded with 200 µM oleic acid | inhibition, % at 12.5 µM | actives 0.66% (n = 230,000) | AID 651582;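 active = pattern-corrected inhibition of lipid staining of at least 50% with the nuclear-stain viability signal not falling by more than 50%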;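 also: 0% = DMSO wells and 100% = triacsin C control wells; some results filed as inactive read as strong as hits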
TAG inh DAPI viability: also measured in TAG inh; calls as there; DAPI nuclei signal change (viability), lower = more cytotoxic, %;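 whole-well DAPI fluorescence read on a plate reader as a viability signal; minus 50 percent equals half of cells still viable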
* marks the source's active call; other numbers are inactive results. Only part of the results is shown; count on the stated rates, not on these rows.

The first 2 records, to show the layout:
| Structure | TAG inh DAPI viability | TAG inh |
| --- | --- | --- |
| Cc1ccc([C@@H]2[C@@H]3C(=O)N(c4ccccc4)C(=O)[C@@H]3[C@]3(Cc4ccccc4)C(=O)N(CC4CC4)CC(=O)N23)o1 | 73 | 0 |
| O=C(O)/C(=C\c1cccs1)c1ccccc1 | 8 | -8 |

Results, previewed entries included:
| Structure | TAG inh DAPI viability | TAG inh |
| --- | --- | --- |
| Cc1ccc([C@@H]2[C@@H]3C(=O)N(c4ccccc4)C(=O)[C@@H]3[C@]3(Cc4ccccc4)C(=O)N(CC4CC4)CC(=O)N23)o1 | 73 | 0 |
| O=C(O)/C(=C\c1cccs1)c1ccccc1 | 8 | -8 |
| Cc1c(C=C(C#N)c2ccc([N+](=O)[O-])cc2)c(=O)n(-c2ccccc2)n1C | -7 | 17 |
| CS(=O)(=O)N1CCC(C(=O)NNC(=O)Nc2ccc(F)c(Cl)c2)CC1 | 5 | -21 |
| O=C(CCC1CCCC1)Nc1ccon1 | -12 | -4 |
| COC(=O)C1=C(C)N(Cc2ccco2)C(=O)/C1=C\c1ccc([N+](=O)[O-])cc1 | -14 | -3 |
| O=C(CCc1ccccc1)NN1C(=O)C2C3C=CC(C3)C2C1=O (stereo not drawn) | 0 | 6 |
| NC(=O)CSc1nnc2n(-c3ccccc3)c(=O)c3c4c(sc3n12)CCCCC4 | -11 | 24 |
| COc1ccc(C2C(C(=O)Nc3cccc(OC)c3)c3ccccc3C(=O)N2C)cc1 (stereo not drawn) | -8 | -4 |
| CCn1cc(CN2CCC(n3nccc3NC(=O)CCCc3ccccc3)CC2)cn1 | 6 | 2 |
| CCN1CCN(C(=O)c2ccc3c(=O)n(CCC4=CCCCC4)c(=O)[nH]c3c2)CC1 | -10 | 0 |
| Cc1ccc(C)c(NC(=O)CSc2nnc([C@@H]3CCCN3C(=O)OC(C)(C)C)o2)c1 | 0 | 10 |

The last 2 entries of the section above open the next one.
| Structure | TAG inh DAPI viability | TAG inh |
| --- | --- | --- |
| CCN1CCN(C(=O)c2ccc3c(=O)n(CCC4=CCCCC4)c(=O)[nH]c3c2)CC1 | -10 | 0 |
| Cc1ccc(C)c(NC(=O)CSc2nnc([C@@H]3CCCN3C(=O)OC(C)(C)C)o2)c1 | 0 | 10 |
| O=[N+]([O-])c1cccnc1Sc1n[nH]c(-c2ccc(Cl)cc2)n1 | -11 | 12 |
| C/C=C/C(=O)OCC(=O)Nc1ccc(OC)c(OC)c1 | -2 | 14 |
| CS(=O)(=O)c1ccc2nc(NC(=O)c3ccc(Cn4cc(Br)cn4)o3)sc2c1 | 5 | 3 |
| Cc1ccc(S(=O)(=O)Nc2ccc(NC(=O)c3cccnc3)cc2)cc1 | 10 | -2 |
| COc1cccc(C(=O)Nc2cc(=O)n(C)c(=O)n2C)c1OC | 3 | 9 |
| C=C1C(=O)N(C)CCC1C(CC)C(=O)OC (stereo not drawn) | 2 | 4 |
| CCC(C)NC(=O)CN1C(=O)NC2NC(=O)NC21 (stereo not drawn) | -5 | 16 |
| CCN1CCN(C(c2ccccc2)c2nnnn2CCc2ccc(OC)c(OC)c2)CC1 (stereo not drawn) | -4 | -3 |
| NC(=O)c1ccsc1NC(=O)COC(=O)Cc1ccc(F)cc1 | -4 | -8 |
| CC(=O)c1cccc(NC(=O)C2CCCN2S(=O)(=O)c2cccc3cccnc23)c1 (stereo not drawn) | 1 | -2 |
| Cc1noc(C)c1COc1ccc(C(=O)OCC(=O)OC(C)(C)C)cc1 | 15 | 8 |
| O=C(COc1ccc(F)cc1)Nc1nc(-c2cccnc2)cs1 | 14 | -2 |

Looked up one by one from the entries so far (5):
| Structure | TAG inh DAPI viability | TAG inh |
| --- | --- | --- |
| C/C=C/C(=O)OCC(=O)Nc1ccc(OC)c(OC)c1 | -2 | 14 |
| Cc1noc(C)c1COc1ccc(C(=O)OCC(=O)OC(C)(C)C)cc1 | 15 | 8 |
| O=C(COc1ccc(F)cc1)Nc1nc(-c2cccnc2)cs1 | 14 | -2 |
| CCC(C)NC(=O)CN1C(=O)NC2NC(=O)NC21 (stereo not drawn) | -5 | 16 |
| Cc1ccc(S(=O)(=O)Nc2ccc(NC(=O)c3cccnc3)cc2)cc1 | 10 | -2 |

Other entries
| Structure | TAG inh DAPI viability | TAG inh |
| --- | --- | --- |
| O=C(OCC(=O)N1CCC(Cc2ccccc2)CC1)c1ccccc1NCCO | 19 | -5 |
| COc1ccc(NC(=O)CN(C)C(=O)CNC(=O)c2cccs2)cc1 | 6 | 4 |
| COc1ccccc1NC(=S)NC(NC(C)=O)C(Cl)(Cl)Cl (stereo not drawn) | -10 | 9 |
| COc1ccc(COC(=O)CCc2cc(OC)c(OC)c(OC)c2)cc1F | 0 | -6 |
| COc1ccc(-c2cc(NC=O)c3ncc(-c4cc(OC)c(OC)c(OC)c4)n3c2)c(OC)c1 | -25* | 53* |
| O=C(c1ccco1)N1CCN(S(=O)(=O)c2ccccc2)CC1 | -2 | 4 |
| C[C@@H]1CN([C@H](C)CO)C(=O)CCCn2nncc2CO[C@@H]1CN(C)S(=O)(=O)c1ccccc1F | -3 | -5 |
| COc1ccc(C(=O)[C@@H]2CC[C@](C)(C(=O)O)C2(C)C)cc1 | -2 | -1 |
| CC1Cc2ccccc2N1C(=O)CN(C)S(=O)(=O)c1cccc2cccnc12 (stereo not drawn) | -5 | 6 |
| CC(C)c1cccc(-c2csc(C(O)c3ccco3)n2)c1 (stereo not drawn) | 7 | 4 |
| COc1c(Cl)ccc(Cl)c1C(=O)NC(=O)N1CCOCC1 | 6 | -4 |
| COc1ccccc1NC(=O)CN1CCN(CC(=O)Nc2ccccc2F)CC1 | 2 | -14 |
| Cc1cc(=O)[nH]c(N/N=C/c2c(C)nn(-c3ccccc3)c2Cl)n1 | -9 | 15 |
| CCOC(=O)c1nnc(-c2ccc(C)cc2)nc1Sc1ccc(Cl)cc1 | -7 | -4 |
| COCCNC(=O)C1CCC(=O)N(c2ccc(OC)cc2)C1c1ccc(OC)c(OC)c1 (stereo not drawn) | 6 | -16 |
| Cn1c(=NC(=O)c2cnccn2)sc2ccccc21 | 21 | -13 |
| Cc1ccc(-c2nn(-c3ccccc3)cc2C(=O)NCC(c2cccs2)N2CCOCC2)cc1 (stereo not drawn) | 2 | 20 |
| COc1ccc(CCN2C(=S)N(c3ccc(Cl)cc3)C(=O)C2CC(N)=O)cc1OC (stereo not drawn) | 5 | 0 |
| O=C(CN1CCN(C(C(=O)Nc2cc(C(F)(F)F)ccc2Cl)c2ccccc2)CC1)NC1CC1 (stereo not drawn) | -9 | 24 |
| CCOc1ccc2oc(C(=O)OCC(=O)N3C(C)CCCC3C)c(C)c2c1 (stereo not drawn) | 4 | 27 |
| CC(=O)N1CCCC(C(=O)c2ccc(Oc3ccccc3)cc2)C1 (stereo not drawn) | -1 | 3 |
| COc1cccc(NC(=O)CS(=O)(=O)c2cn(CC(=O)N3CCOCC3)c3ccccc23)c1 | 4 | 11 |
| FC(F)(F)c1cccc(Cc2noc(CN(Cc3ccccn3)CC3CCCO3)n2)c1 (stereo not drawn) | 2 | -3 |
| C=Cc1ccc(Cn2c(C)c(C(=O)NCc3cccc(C)c3)sc2=O)cc1 | 7 | -2 |
| COC(=O)CSc1nc(C)cc(C(F)(F)F)c1C#N | 10 | -13 |
| CSc1ccc(C(=O)C2CCCN(C(=O)c3cccnc3SC)C2)cc1 (stereo not drawn) | -5 | -18 |
| COc1ccc(N2CCN(C(=O)C3CCN(C(=O)c4ccc([N+](=O)[O-])cc4)CC3)CC2)cc1 | -1 | 2 |
| COc1ccc(C2C(C(=O)OCC(=O)Nc3ccc(C)cc3)CCC(=O)N2c2ccc(OC)cc2)cc1 (stereo not drawn) | -9 | 14 |
| COc1ccc(-c2cc(C(=O)N3CCCCCC3)c3ccccc3n2)cc1OC | 0 | -4 |
| Cc1nc2ccccc2nc1CSc1nncs1 | 18 | -29 |
| CC(=O)Oc1ccc(-c2csc(Nc3ccc(S(N)(=O)=O)cc3)n2)cc1 | 1 | 23 |
| O=C(c1cccc(NS(=O)(=O)c2ccc(F)c(F)c2)c1)N1CCN(Cc2ccccc2)CC1 | -2 | -4 |
| Cc1cccc(OCC(O)Cn2ccnc2C)c1 (stereo not drawn) | 4 | -3 |
| CC(C)CN1CCC(=O)N(CCO)CC1 | 3 | 0 |
| O=c1oc2ccccc2c(Nc2ccccc2O)c1[N+](=O)[O-] | 3 | 1 |
| CSc1ccccc1NC(=O)Nc1cccc(F)c1 | 2 | 6 |
| Cc1ccccc1-n1c(SCC(=O)NCC2CCCO2)nnc1-c1ccncc1 (stereo not drawn) | -7 | 11 |
| O=C1NC2=C(C(=O)OC2)C(c2ccc(OC(F)(F)F)cc2)N1 (stereo not drawn) | -3 | 13 |
| CCn1c(N)[n+](CC(=O)Nc2ccc(SC(F)F)cc2)c2ccccc21 | 6 | 22 |
| Cn1cnnc1SCC(=O)Nc1ncc(C(F)(F)F)cc1Cl | 5 | -8 |
| COc1ccc(S(=O)(=O)Nc2cccc(C)n2)c2ccccc12 | 3 | -10 |
| COc1c(C)cc(C(O)c2ncc(-c3ccc4ccccc4c3)[nH]2)cc1C (stereo not drawn) | 1 | -3 |
| CCCCCOC(=O)C1=C(C)NC(=O)NC1c1ccc([N+](=O)[O-])cc1 (stereo not drawn) | 2 | 13 |
| O=C1CC(c2ccc(OCCCCCOc3ccc(C4CC(=O)NC4=O)cc3)cc2)C(=O)N1 (stereo not drawn) | 8 | -9 |
| CC(C)Sc1nc(SCC(=O)NCc2ccco2)c2c3c(sc2n1)COC(C)(C)C3 | -4 | 19 |
| CN1CCN(C(=O)Cn2c(=O)oc3cc(S(=O)(=O)NCc4ccccc4)ccc32)CC1 | -5 | -11 |
| COCc1cc(OC)nc(-c2csc(C)n2)n1 | 4 | -9 |
| O=C(C=Cc1ccco1)c1cc(Cl)ccc1O | 2 | -8 |
| Cc1cc(N2C(=O)c3ccc(C(=O)Nc4ccccc4O)cc3C2=O)no1 | -14 | 19 |
| CCOc1[nH]n(-c2ccc(Cl)cc2)c(=O)c1C=Nc1ccc(O)cc1 | -13 | 36 |
| COc1ccc(CN2CC(=O)N(c3ccc(C)c(C)c3)C2=S)cc1OC | 5 | 9 |
| O=C(C1CC1)N1N=C2CCCCC2C1(O)C(F)(F)F (stereo not drawn) | 6 | -9 |
| COc1ccc(C(=O)C2CCCN(Cc3cccn3-c3ccccn3)C2)cc1F (stereo not drawn) | 31 | -6 |
| COc1ccc(C(=O)NCCN2CCN(C(=O)c3ccc(OC)cc3)CC2)cc1 | 3 | 12 |
| CCOC(=O)N1CCN(C(=O)CNC(=O)c2ccc(Br)o2)CC1 | 0 | -5 |
| OCCCCC#Cc1c(-c2ccsc2)sc2ccccc12 | 5 | -11 |
| O=C(CCNc1cc(Cl)cc(Cl)c1)c1ccco1 | -4 | 12 |
| COc1ccc(N2C(=O)C3CCCN3C2=O)cc1 (stereo not drawn) | 5 | -6 |
| CCN(CC(=O)Nc1ccccc1OC)CC(=O)Nc1ccccc1C(F)(F)F | 2 | 0 |
| COCCCNC(=O)CNC(=S)N(Cc1ccccc1)Cc1cccnc1 | 0 | 10 |

The listing continues.
| Structure | TAG inh DAPI viability | TAG inh |
| --- | --- | --- |
| O=C(Nc1ccn(CCCNCCCN2CCCC2=O)c(=O)n1)OCc1ccccc1 | -6 | -3 |
| Cc1ccc2c(CC(=O)O)coc2c1 | 1 | 5 |
| CCCCn1c(N)c(N(CCOC)C(=O)c2cccc(S(=O)(=O)N3CCCCCC3)c2)c(=O)[nH]c1=O | -1 | 2 |
| COc1ccccc1-n1cnc2cc(C(=O)NCCCN3CCOCC3)ccc21 | -7 | -4 |
| S=C(Nc1ccc(Nc2ccccc2)cc1)NN1CCOCC1 | -7 | -12 |
| O=C(CSc1nc2ccc(F)cc2c(=O)n1-c1ccccc1)Nc1ccc2c(c1)CCC2 | 0 | 25 |
| CCOC(=O)C[C@H]1c2ccc(C(F)(F)F)cc2S(=O)(=O)N1C(C)C | -6 | 1 |
| N#Cc1cccc(NC(=O)CCN2C(=O)C3CCCCC3C2=O)c1 (stereo not drawn) | 7 | 3 |
| Cc1ccccc1-c1n[nH]c(=S)o1 | -14 | 5 |
| Brc1ccc(-c2ccc(/C=N/Nc3nc(N4CCOCC4)nc(N4CCOCC4)n3)o2)cc1 | 17 | 35 |

As a working copy, part of the list above.
| Structure | TAG inh DAPI viability | TAG inh |
| --- | --- | --- |
| N#Cc1cccc(NC(=O)CCN2C(=O)C3CCCCC3C2=O)c1 (stereo not drawn) | 7 | 3 |
| Cc1ccccc1-c1n[nH]c(=S)o1 | -14 | 5 |
| Brc1ccc(-c2ccc(/C=N/Nc3nc(N4CCOCC4)nc(N4CCOCC4)n3)o2)cc1 | 17 | 35 |

Screening results from PubChem BioAssay.
